A549 tox = counter-screen for Nrf2 inhibitors: cytotoxicity in A549 cells | Potency, µM (titrated, usually from 46 µM), without a hit: at the top dose activity change, negative = cytotoxicity, most hits filed as inhibitors | A549 ARE-Fluc cells, CellTiter-Fluor viability, 18-24 h | AID 504648 | actives 0.16% (n = 390,000); also: potency is read from the fitted curve at half-maximal effect; % is scaled to controls: 0 for no effect and ±100 for the full control effect
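A549 ARE-Fluc cells in 5% FBS OPTI-MEM, 5000 cells/well, rested 2 h then exposed to compounds in concentration-response for 18-24 h at 37 °C. Viability by CellTiter-Fluor fluorescence (Ex 405/Em 525) after 30 min; luciferase luminescence (BugLite, 15 min, RT) read afterwards.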
S2 tox = viability counter-screen for ATXN expression inhibitors | S2 cells (HEK-293 line with an ATXN2-luciferase reporter) viability, CellTiter-Fluor protease fluorescence, 24 h | Potency, µM (titrated, usually from 56.7 µM), actives largely listed as cytotoxic | actives 0.49% (n = 400,000) | AID 651635; also: potency is read from the fitted curve at half-maximal effect; nearly all actives have a fitted effect of over 40% in size
Nrf2 activator = activates Nrf2 signaling. AREc32 ARE-luciferase reporter (MCF7-derived line), luminescence, 24 h. Potency, µM (top dose mostly 46.1 µM), inactives show at the highest dose activation, hits mostly activators. actives 0.31% (n = 410,000). AID 624171; also: potency is read from the fitted curve at half-maximal effect; % of control where 0% means no effect; nearly all actives have a fitted effect of over 65% in size
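ARE-driven firefly luciferase activity in AREc32 cells measured after a 24 hr compound exposure at 37 deg C, using Steady-Glo reagent and a 30 min room-temperature hold.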
ATXN2 expr inh = reduces ATXN2 reporter expression in HEK-293 cells; HEK-293 ATXN2-luciferase reporter, luminescence, 24 h; Potency, µM (top dose mostly 57 µM), for the others: at the highest dose activity change, negative = inhibition, hits mostly inhibitors; actives 0.72% (n = 360,000); also: potency is read from the fitted curve at half-maximal effect; % is scaled to controls: 0 for no effect and ±100 for the full control effect; nearly all actives have a fitted effect of over 55% in size
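ATXN2-luciferase reporter cells (luciferase flanked by upstream and downstream ATXN2 gene portions) were treated 24 h at 37 °C with compounds at up to 57 uM. SteadyGlo luminescence gave expression; GF-AFC fluorescence gave viability.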
IL-2 act = IL-2 activation; IL-2 activation reporter assay, cell-based qHTS; stimulated with anti-CD3/CD4/CD28 beads; in transgenic mouse T cells; activation, % (series mostly up to about 46 µM); actives 0.065% (n = 360,000); AID 652025; in the data active = activation above about 50%; inconclusive = mostly about 30% to 49%; also: 0% is about no effect
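Unstimulated transgenic mouse T cells, 750 per well, received compound and, after 60 minutes, anti-CD3/anti-CD4 bead plus anti-CD28 stimulation. EGFP and DsRed were quantified after 18 hours.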
TGFb inhibitor = blocks TGF-b signaling; AID 588855; Potency, µM (titrated, usually from 46.1 µM), for inactives: at the top dose activity, negative = inhibition, actives largely listed as inhibitors; actives 1.2% (n = 410,000); HepG2 CAGA-GFP TGF-b/SMAD3 reporter, GFP fluorescence, 18 h; TGF-beta stimulated, 500 pg/mL final; also: potency is read from the fitted curve at half-maximal effect; % is scaled to controls: 0 for no effect and ±100 for the full control effect; nearly all actives have a fitted effect of over 65% in size
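Inhibition of TGF-beta-driven CAGA-GFP reporter expression in HEPG2 cells is measured by cellular GFP fluorescence after 18 h stimulation with 500 pg/mL recombinant TGF-beta in 1% FBS medium at 37 degrees C.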
HepG2 viability = HepG2 cytotoxicity, counter-screen for TGF-b inhibitors; actives 0.76% (n = 410,000); HepG2 CAGA-GFP viability, ATP luminescence, 18 h; Potency, µM (highest dose often 46.1 µM), inactives show at the highest dose activity change, negative = cytotoxicity, actives largely listed as cytotoxic; also: potency is read from the fitted curve at half-maximal effect; some results filed as inactive show a strong effect at the top dose
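CellTiter-Glo luminescence gave cytotoxicity after 18 hours at 37 degrees C. The cells were HepG2 CAGA-GFP in 1% FBS DMEM, stimulated with 500 pg/mL TGF-beta after compound addition. %Activity was normalised to no-cell wells (complete cell-killing) and DMSO (no toxicity), and curves were fitted and classified.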
EPAC2 agonist = agonists of human EPAC2 (RAPGEF4). Q8WZA2. EPAC2 activation, biochemical qHTS; response scale: 100% = 6.5 mM cAMP response. Potency, µM (top dose mostly 154 µM), inactives show at the top dose activation, actives largely listed as activators. actives 0.079% (n = 360,000); also: potency is read from the fitted curve at half-maximal effect; nearly all actives have a fitted effect of over 50% in size
Target sequence (Q8WZA2 whole entry, looked up): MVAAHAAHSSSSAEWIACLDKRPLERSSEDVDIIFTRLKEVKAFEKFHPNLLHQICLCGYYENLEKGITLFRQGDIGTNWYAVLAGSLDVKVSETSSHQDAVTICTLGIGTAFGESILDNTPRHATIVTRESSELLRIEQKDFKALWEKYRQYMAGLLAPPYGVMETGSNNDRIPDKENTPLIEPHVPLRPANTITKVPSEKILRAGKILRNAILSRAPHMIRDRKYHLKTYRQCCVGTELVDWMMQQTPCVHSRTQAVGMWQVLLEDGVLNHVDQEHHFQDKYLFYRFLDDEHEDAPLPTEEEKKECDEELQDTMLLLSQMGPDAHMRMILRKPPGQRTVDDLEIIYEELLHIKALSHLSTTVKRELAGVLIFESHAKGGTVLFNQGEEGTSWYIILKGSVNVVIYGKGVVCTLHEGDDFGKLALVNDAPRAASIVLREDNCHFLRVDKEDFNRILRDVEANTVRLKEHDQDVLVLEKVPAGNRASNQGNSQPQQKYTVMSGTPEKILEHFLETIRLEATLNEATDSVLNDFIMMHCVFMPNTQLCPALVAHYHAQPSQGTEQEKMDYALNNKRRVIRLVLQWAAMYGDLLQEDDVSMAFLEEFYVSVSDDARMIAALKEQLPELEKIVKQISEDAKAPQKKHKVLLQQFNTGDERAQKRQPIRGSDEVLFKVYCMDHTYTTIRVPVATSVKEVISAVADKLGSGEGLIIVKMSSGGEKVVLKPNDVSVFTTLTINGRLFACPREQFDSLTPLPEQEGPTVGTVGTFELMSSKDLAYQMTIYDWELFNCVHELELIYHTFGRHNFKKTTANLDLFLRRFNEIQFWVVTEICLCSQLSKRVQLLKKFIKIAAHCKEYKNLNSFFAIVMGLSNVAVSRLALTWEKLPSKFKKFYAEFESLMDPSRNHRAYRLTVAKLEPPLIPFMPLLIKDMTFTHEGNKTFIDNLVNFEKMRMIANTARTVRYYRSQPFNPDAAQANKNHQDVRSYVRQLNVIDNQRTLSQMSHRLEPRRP
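Each well held 100 nM EPAC2, 250 nM RAP1B-BODIPY-GDP and 50 uM GDP. Fluorescence, read at 5-min intervals to 30 min, was referenced to a 6.5 mM cAMP positive control.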
Nrf2 inh = blocks Nrf2 signaling; A549 ARE-Fluc reporter, luciferase luminescence, 18-24 h; Potency, µM (series often up to 46 µM), for inactives: top-dose activity change, negative = inhibition, most hits filed as inhibitors; actives 2.1% (n = 360,000); AID 504444; also: potency is read from the fitted curve at half-maximal effect; % is scaled to controls: 0 for no effect and ±100 for the full control effect; nearly all actives have a fitted effect of over 60% in size
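In this cell-based qHTS, ARE-driven firefly luciferase in A549 cells reports Nrf2 activity; the luminescent signal after BugLite lysis is the measured value, with a prior CellTiter-Fluor read for cell health.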
The depositor's hits bear a star; i = inactive; ? = inconclusive; . = not tested or not shown; [ ] = another dose, or the depositor's remark. Unless noted, calls follow the shape of the dose curve; as a rule, active = well fitted curve in the direction sought with a large enough effect; inconclusive = small, poorly fitted or top-dose-only effect, or another doubt; inactive = no such curve, though single readings can be large; an effect the other way counts as inactive or inconclusive. Outcome played no part in choosing rows. About 4.3% of those tested had a hit in this group.

The first 3 records (preview)
Compound | TGFb inhibitor | ATXN2 expr inh | S2 tox | A549 tox | Nrf2 inh | HepG2 viability | EPAC2 agonist | IL-2 act | Nrf2 activator
CC(NC(=O)CCNC(=O)c1ccc(Br)cc1)c1ccc(S(N)(=O)=O)cc1 (stereo not given) | -2% | -13% | i | 12% | 0% | -2% | 2% | -0.5 | -0.3%
COc1ccc(CCN2CC(C(=O)NCc3cnn(C(C)C)c3)CCC2=O)cc1 (stereo not given) | -16% | 2% | ? | -3% | 0% | -15% | 0% | 2.7 | 0.2%
O=C(Nc1ccccc1F)C(Cc1ccccc1)N1Cc2ccccc2C1=O (stereo not given) | 2% | . | . | 16% | 27% | -20% | . | . | 0.1%

Main list, repeating the preview:
Compound | TGFb inhibitor | ATXN2 expr inh | S2 tox | A549 tox | Nrf2 inh | HepG2 viability | EPAC2 agonist | IL-2 act | Nrf2 activator
CC(NC(=O)CCNC(=O)c1ccc(Br)cc1)c1ccc(S(N)(=O)=O)cc1 (stereo not given) | -2% | -13% | i | 12% | 0% | -2% | 2% | -0.5 | -0.3%
COc1ccc(CCN2CC(C(=O)NCc3cnn(C(C)C)c3)CCC2=O)cc1 (stereo not given) | -16% | 2% | ? | -3% | 0% | -15% | 0% | 2.7 | 0.2%
O=C(Nc1ccccc1F)C(Cc1ccccc1)N1Cc2ccccc2C1=O (stereo not given) | 2% | . | . | 16% | 27% | -20% | . | . | 0.1%
CC(=O)N1c2ccc(S(=O)(=O)N(C)CC(=O)NCc3ccc(C)cc3)cc2CC1C (stereo not given) | -11% | -6% | i | -1% | -1% | 2% | 5% | -3.3 | 0.2%
C=CCc1ccccc1OCc1nc2ccc(C)cc2[nH]1 | ? | ? | ? | -23% | ? | -30% | . | . | 2.7%
CCOC(=O)c1cc(-c2ccccc2)sc1NC(=O)CSc1nnc(N)s1 | -7% | 1% | i | -8% | -1% | 5% | -10% | -1.2 | 0.7%
C=C(C)Cn1c(=O)c2c(nc3n2CC(C)CN3Cc2ccccc2)n(C)c1=O (stereo not given) | -11% | -27% | i | 0% | -18% | -2% | 2% | -2.8 | 0.4%
OCC(O)C(O)C(O)C(O)c1nc2ccccc2[nH]1 (stereo not given) | 0% | -1% | i | -1% | 0% | -5% | 3% | -0.2 | -0.1%
CCOc1ccc(NC(=O)CSc2nc(-c3cccc(Cl)c3)nc3c2Cc2c(CO)cnc(C)c2O3)cc1 | 8% | 6% | i | -4% | 18% | -14% | . | . | 4.7%
CCCNC(=O)C1CCCN(S(=O)(=O)c2ccc3c(c2)CC(C)N3C(=O)C2CC2)C1 (stereo not given) | ? | 3% | i | 1% | -9% | -49% | -1% | -3.2 | 3.1%
O=C(NC1(C(F)(F)F)OCCO1)c1ccc(F)cc1 | -4% | . | i | 2% | 9% | -18% | 1% | 0.6 | -0.4%
O=S1(=O)CC(O)C(O)CS1 (stereo not given) | . | -5% | i | . | . | . | -4% | 0.2 | -0.7%
Cc1ccc(S(=O)(=O)NC(=O)C2(C)CCN2C(=O)C2(c3ccc(Cl)cc3)CC2)cc1 (stereo not given) | 27% | -4% | i | . | . | -6% | 6% | 0.0 | -0.4%[9.22 µM]
COc1ccc(-n2ncc(C(=O)Nc3ccc4c(c3)OCO4)c2C2CCN(C(=O)OC(C)(C)C)CC2)cc1 | -12% | . | . | -19% | ? | -21% | . | . | 5.3%
CCN1C(C(=O)Nc2cc(C)on2)=C(O)c2ccccc2S1(=O)=O | 8% | 4% | i | -5% | -6% | -5% | 15% | -1.8 | -0.6%
CN1C(=O)C(O)(CC(=O)c2ccccc2O)c2cc(Br)ccc21 (stereo not given) | ? | -23% | ? | 1% | 21% | -23% | 2% | 0.3 | 11%
COc1ccc(C2Nc3ccccc3C(=O)N2NS(=O)(=O)c2ccc(C)cc2)cc1OC (stereo not given) | -18% | 9% | i | 0% | -29% | -18% | 9% | -0.6 | -0.2%
COc1ccccc1NC(=O)N1CCN(CCc2ccccc2)CC1 | -3% | -4% | i | 0% | -10% | -7% | 9% | 0.5 | -0.4%
Cc1cc(C)n2nc(N)c(N=Nc3ccc4c(c3)OCO4)c2n1 | -2% | -9% | i | -2% | 13% | 1% | 0% | 6.3 | 4.0%
COc1cc2[nH]c(=O)n(CCCC(=O)NCc3ccccc3Cl)c(=O)c2cc1OC | 0% | -1% | i | 12% | -16%[9.27 µM] | 2% | . | . | -0.4%
CN1CCN(S(=O)(=O)c2ccc(Cc3ccc(S(=O)(=O)N4CCN(C)CC4)cc3)cc2)CC1 | 3% | -11% | i | 3% | ? | -21% | 2% | 0.0 | 0.5%
CCCn1c(NCc2cc(OC)ccc2OC)nc2ccccc21 | 20% | 34% | i | ? | ? | -24% | 3% | -1.2 | 0.8%
CCOc1ccc(C(=O)Nc2c3c(nn2-c2ccc(F)cc2)CS(=O)C3)cc1 (stereo not given) | -5% | 3% | i | -4% | -11% | 3% | -3% | -0.7 | -0.3%
COc1cccc(CN2CC(C(=O)N(C)Cc3nc(C)cs3)CCC2=O)c1 (stereo not given) | 1% | 19% | i | -2% | 6% | 2% | -1% | -2.5 | -0.2%
CC(=O)CC(=O)Nc1cccc2c1CCCC2 | 3% | -14% | i | 0% | 3% | -23% | 12% | -1.2 | 0.4%
O=C(Nc1ccc(NC(=O)c2ccco2)c(Cl)c1)c1ccc2c(c1)OCCO2 | -1% | -2% | i | -7% | ? | -16% | 0% | -1.7 | 1.9%
COc1ccc(CCC(=O)Nc2cc(Cl)ccc2N2CCN(C)CC2)cc1 | 20% | -20% | i | 11% | . | -1% | 5% | -2.1 | 0.6%
O=C(CC(c1ccco1)S(=O)(=O)c1ccccc1)c1ccc(F)cc1 (stereo not given) | -2% | 9% | i | 0% | -5% | -38% | 1% | -0.6 | ?
CCOC(=O)N1CCN(C(=O)CSc2nnc(-c3cc(OC)cc(OC)c3)o2)CC1 | 0% | 3% | i | 2% | . | 11% | -4% | 0.3 | 2.3%
COc1ccccc1CCNC(=O)c1cccn1-c1nnc(N2CCCC2)s1 | 0% | . | . | 10% | ? | -4% | . | . | 6.7%
NS(=O)(=O)c1ccc2nc(NC(=O)c3ccc4c(c3)OCCO4)sc2c1 | 9% | -3% | i | 9% | -16% | 6% | 8% | -4.2 | -0.5%
CC1C(=O)N2CCCc3cc(NC(=O)C(=O)NCCN4CCOCC4)cc1c32 (stereo not given) | 0% | 16% | i | -1% | -2% | -1% | -2% | 3.7 | 1.7%
Cc1cc(=O)oc(C)c1C(=O)Nc1ccc(N(C)C)cc1 | -5% | . | i | 0% | 7% | -1% | 7% | -0.6 | 1.1%
COC(=O)CCCC1=CC2=C(c3ccccc3)C(=O)C(C)(OC(=O)C3CCCC3)C(=O)C2=CN1CCN1CCOCC1 (stereo not given) | -7% | 0% | i | -8% | -12% | 4% | 8% | -0.3 | 0.4%
CCC(CC)C(=O)Nc1ccc(OCc2cc(=O)n3ccsc3n2)cc1 | 6% | 13% | i | 2% | -17% | -1% | . | . | 0.1%
COc1cc2[nH]c(C(=O)NCCc3ccccc3)cc2c(OC)c1OC | -6% | -2% | i | 4% | 2% | -16% | 3% | -0.6 | 0.3%
CCc1nc(C)ccc1OC(=O)C12CC3CC(CC(C3)C1)C2 | 15% | -7% | i | 6% | ? | -8% | 10% | 1.3 | 0.5%
CCOC(=O)c1cccc(NC(=O)CSc2nnnn2C)c1 | -7% | 3% | i | -4% | 3% | 1% | 4% | -0.4 | 0.1%
Cc1ccc(NS(=O)(=O)c2cc([N+](=O)[O-])ccc2NNC(=S)Nc2cc(C)ccc2C)c(C)c1 | ? | 20µM* | 16µM* | ? | ? | -72% | -5% | -0.7 | 5.6%
O=C(c1cccc2ccccc12)C1CCCN(C(=O)CCCn2cncn2)C1 (stereo not given) | 6% | 15% | i | 9% | 17% | -45% | 5% | -1.5 | -0.3%
CC(=O)c1ccc(-c2cccc3nccn23)cc1 | 32% | 13% | i | . | . | 2% | 4% | -0.3 | 0.3%
O=C(NCC(=O)N1CCCCC1)c1ccc2ccccc2c1 | 11% | 10% | i | 1% | ? | 15% | 11% | -4.6 | 1.0%

4 compounds out of the list above, ordered by the value under IL-2 act, lowest first.
Molecule	TGFb inhibitor	Nrf2 inh	EPAC2 agonist	IL-2 act	Nrf2 activator
C=C(C)Cn1c(=O)c2c(nc3n2CC(C)CN3Cc2ccccc2)n(C)c1=O (stereo not given)	-11%	-18%	2%	-2.8	0.4%
CN1CCN(S(=O)(=O)c2ccc(Cc3ccc(S(=O)(=O)N4CCN(C)CC4)cc3)cc2)CC1	3%	?	2%	0.0	0.5%
O=S1(=O)CC(O)C(O)CS1 (stereo not given)	.	.	-4%	0.2	-0.7%
CCOC(=O)N1CCN(C(=O)CSc2nnc(-c3cc(OC)cc(OC)c3)o2)CC1	0%	.	-4%	0.3	2.3%
